Assay outcomes as filed in PubChem.
TSG101-PTAP inh = TSG101-PTAP interaction inhibition, HIV-1 budding. Potency, µM (series often up to 115 µM), for inactives: at the highest dose activity change, negative = inhibition, usual class: inhibitors. Fluorescence polarization, FITC-PTAP peptide/Tsg101, 20 min. AID 1347069. 44,000 tested, under 10 active. Q99816; further: potency means the concentration at half of the fitted maximal effect; 0% is about no effect
Target sequence (Q99816 whole entry, looked up): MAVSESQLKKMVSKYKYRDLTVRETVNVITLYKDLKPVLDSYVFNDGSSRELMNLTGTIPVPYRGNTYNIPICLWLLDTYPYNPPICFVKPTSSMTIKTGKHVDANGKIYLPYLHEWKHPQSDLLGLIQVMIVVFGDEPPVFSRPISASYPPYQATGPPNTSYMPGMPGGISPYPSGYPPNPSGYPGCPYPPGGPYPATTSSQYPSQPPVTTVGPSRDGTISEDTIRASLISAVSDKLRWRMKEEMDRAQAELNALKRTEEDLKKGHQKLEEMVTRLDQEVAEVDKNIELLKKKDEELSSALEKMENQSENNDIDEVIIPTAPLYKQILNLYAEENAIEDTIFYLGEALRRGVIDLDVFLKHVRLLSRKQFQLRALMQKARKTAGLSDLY
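Compounds pinned into 10 uM Tsg101 binding domain, then 50 nM FITC-PTAP peptide added in pH 7.5 HEPES buffer; FP read after 20 min, room temperature. Total S+P intensity flags fluorescent compounds; active cut-off <25 µM, efficacy <60%.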
B2AR arrestin ag = ADRB2 beta-arrestin recruitment; P07550; HTLA Tango cells, beta-arrestin recruitment, luciferase luminescence, 18 h; Potency, µM (titrated, usually from 46.1 µM), without a hit: at the top dose activation, most hits filed as activators; 44,000 tested, under 10 active; AID 1347077;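 further: potency means the concentration at half of the fitted maximal effect; 0% = DMSO and full agonism = EC100 isoproterenol or metaproterenol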
Target sequence (P07550 whole entry, looked up): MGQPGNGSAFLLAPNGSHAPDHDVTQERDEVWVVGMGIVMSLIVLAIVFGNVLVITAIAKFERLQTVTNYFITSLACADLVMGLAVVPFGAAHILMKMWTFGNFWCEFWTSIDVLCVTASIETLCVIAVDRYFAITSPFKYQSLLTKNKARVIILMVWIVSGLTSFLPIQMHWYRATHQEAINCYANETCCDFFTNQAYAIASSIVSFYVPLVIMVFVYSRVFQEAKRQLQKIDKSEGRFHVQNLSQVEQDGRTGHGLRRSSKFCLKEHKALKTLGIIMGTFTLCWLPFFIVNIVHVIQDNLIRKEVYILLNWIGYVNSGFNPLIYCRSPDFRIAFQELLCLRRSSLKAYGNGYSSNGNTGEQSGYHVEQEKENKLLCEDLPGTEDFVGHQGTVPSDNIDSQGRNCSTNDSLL
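Luminescence read-out: arrestin recruitment to recombinant beta2-AR releases tTA, inducing luciferase. Cells exposed 18 hr at 37 degrees C to up to 46 microM compound; %Activity from corrected signal, concentration-response curves classified by r2, magnitude and efficacy.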
FH mod = Identification of activators of human fumarate hydratase by quantitative high-throughput screening; FH coupled MDH/diaphorase resazurin fluorescence, 15 min; Potency, µM (highest dose often 79.9 µM), inactives show top-dose activity change, negative = inhibition, actives largely listed as inhibitors; 54,000 compounds, 0.22% hits; AID 1347055, 2019; further: potency means the concentration at half of the fitted maximal effect; on the % scale 0 is the no-effect control and ±100 the full control effect; the screen sought activators but most active calls are inhibition curves; nearly all actives have a fitted effect of over 45% in size
NTMT1 inh = blocks human N-terminal methyltransferase 1 activity; 59,000 compounds, 2.5% hits; Q9BV86; NTMT1 MTase-Glo SAH luminescence, purified enzyme; Potency, µM (doses to about 114 µM), for inactives: at the top dose activity change, negative = inhibition, hits mostly inhibitors;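 further: potency means the concentration at half of the fitted maximal effect; plate controls were DMSO vehicle for no effect and no enzyme for full effect; nearly all actives have a fitted effect of over 65% in size; many of its hits are not listed in these tables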
p53null 32C tox = p53 null cell cytotoxicity, permissive temperature; AID 903; Potency, µM (doses to about 46.1 µM), inactives show at the highest dose activity change, negative = cytotoxicity, hits mostly cytotoxic; H1299-neo p53 null cells, ATP luminescence, 24 h, 32C; 55,000 compounds, 0.62% hits;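 further: potency means the concentration at half of the fitted maximal effect; 0% = DMSO only and -100% = full killing by 100 µM tamoxifen; nearly all actives have a fitted effect of over 55% in size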
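AC50 values derive from Hill modelling of qHTS concentration-response data (up to 46 uM) in H1299-neo cells. Cells were treated 24 h at 32C following overnight attachment at 37C; viability was read as cellular ATP.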
p53null 39C kill = selectivity test: cytotoxicity in p53 null cells, nonpermissive temperature; H1299 p53-null (neo) cells, 39C, ATPlite viability, 24 h; Potency, µM (series often up to 46.1 µM), inactives show at the highest dose activity, negative = cell killing, usual class: cytotoxic; 55,000 compounds, 0.97% hits; AID 904;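 further: potency means the concentration at half of the fitted maximal effect; 0% = DMSO only and -100% = full killing by 100 µM tamoxifen; nearly all actives have a fitted effect of over 50% in size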
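Concentration-response (up to 46 uM) was run for 24 h at the nonpermissive 39C on H1299-p53A138V or H1299-neo cells. ATP content was measured with ATPlite luminescence. AC50 values were Hill-modeled after normalizing between DMSO and 100 uM tamoxifen killing.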
GALK inhibitor = inhibits human galactokinase | P51570 | 44,000 tested, under 10 active | Potency, µM (highest dose often 57.5 µM), inactives show at the highest dose activity, negative = inhibition, usual class: inhibitors | recombinant GALK, Kinase-Glo ATP luminescence, 1 h | AID 1347072;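 further: plate controls were full GALK reaction for no effect and reaction lacking GALK for full effect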
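Compounds were pinned into ATP buffer, then GALK-galactose mix was added (final 5 nM enzyme, 35 uM ATP, 100 uM galactose, pH 8.0). After 1 h at room temperature, Kinase-Glo Plus was added and luminescence read.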
The depositor's hits bear a star; ? = inconclusive; . = not tested or not shown; [ ] = another dose, or the depositor's remark. The call rests on the fitted dose curve; in most records, active means well fitted curve in the direction sought with a large enough effect; inconclusive means small, poorly fitted or top-dose-only effect, or another doubt; inactive means no such curve, though single readings can be large; an effect the other way counts as inactive or inconclusive. Not all compounds are listed (hit frequency here may not be typical).

cpd | SMILES | NTMT1 inh | B2AR arrestin ag | p53null 32C tox | p53null 39C kill | FH mod | TSG101-PTAP inh | GALK inhibitor
1 | CCc1ccc(NC(=O)Cn2ccn(-c3ccc(OC)cc3)c(=O)c2=O)cc1 | -8% | -1% | -8% | -21% | 4% | 1% | 1%
2 | COc1ccc(-c2nnc(SCC(=O)Nc3cccc(C)c3)s2)cc1 | 4% | 0% | ? | 1% | 10% | -5% | 1%
3 | COc1ccccc1CNC(=O)CCn1c(=O)c2ccccc2n(CC(=O)Nc2ccc(C)cc2Cl)c1=O | -16% | 1% | -1% | ? | -31% | 2% | 9%
4 | CCCCN(CC)CCNC(=O)c1nn(C)c2c1CS(=O)(=O)c1ccccc1-2 | 4% | 1% | -3% | -9% | -6% | -1% | -11%
5 | COc1ccc(Cl)cc1NC(=O)CCCn1c(C)c2cnn(-c3ccccc3)c(=O)c2c1C | ? | -3% | 7% | -17% | -24% | 2% | 7%
6 | CSc1ncc(C(=O)N2CCN(c3ccc(F)cc3)CC2)c(C)n1 | 0% | -1% | 2% | 1% | -8% | -4% | 4%
7 | Cc1ccc(NC(=O)Cn2c(=O)n(CCCCC(=O)NCc3ccc4c(c3)OCO4)c(=O)c3ccccc32)cc1 | -12% | -1% | -6% | -15% | -26% | 0% | 5%
8 | CCn1nc(C)c(CCN(C)C(=O)Nc2cccc(Cl)c2C)c1C | 13% | 0% | -4% | 5% | 2% | -2% | -2%
9 | Cc1ccccc1OC(=O)c1nc(SCc2ccccc2F)ncc1Cl | 12% | -2% | -5% | 8% | -22% | 4% | -4%
10 | Cc1ccc(-n2ncc3c(NCCc4ccccc4)ncnc32)cc1Cl | -27% | -1% | -2% | 5% | -15% | -6% | ?
11 | COc1ccc(Cl)cc1Nc1ncnc2c1c(-c1ccccc1)cn2-c1ccccc1 | 7% | -1% | -6% | 2% | -4% | -8% | -3%
12 | COc1ccc(-c2[nH]c(-c3cccc(OC)c3)nc2SCC(=O)Nc2ccc3c(c2)OCO3)cc1 | 11% | -2% | 6% | -3% | ? | -3% | -6%
13 | COc1ccc(CCNC(=O)CCCn2c(=O)c3ccccc3n(Cc3ccccc3)c2=O)cc1OC | -6% | -1% | 8% | -9% | -4% | 2% | -2%
14 | CCCn1c2ccccc2c2cnn(CC(=O)NCCc3ccccc3)c(=O)c21 | -3% | -1% | -3% | 8% | -1% | 3% | 2%
15 | COc1ccc(C(C)C)cc1S(=O)(=O)NCCc1c(C)[nH]c2c(Cl)cccc12 | -3% | 1% | -2%[9.22 µM] | 11% | ? | -9% | 0%
16 | O=C1Nc2ccccc2C1Cc1ccc(Br)cc1 (configuration not stated) | -7% | -4% | 2% | 2% | -24% | -7% | 0%
17 | CC(=O)Nc1ccc(NCc2nnc3n2CCCCC3)cc1 | -20% | 0% | -3% | -11% | 3% | -1% | -1%
18 | COc1ccc(/C=C(/C#N)c2nc(-c3ccc(-c4ccccc4)cc3)cs2)cc1 | 8% | 0% | -8% | 7% | 1% | -2% | 0%
19 | COc1ccccc1C(=O)Nc1cc2c(cc1N1CCOCC1)n(C)c(=O)n2C | . | 0% | 8% | 6% | . | 2% | -3%
20 | COc1cccc(OCc2nc3ccccc3n2C)c1 | -18% | 0% | ? | ? | 1% | -8% | 9%
21 | CCOc1ccc(CCNC(=O)c2ccc(CSCc3ccccc3C)o2)cc1OCC | 2% | -2% | 13% | -8% | ? | 5% | 4%
22 | Cc1oc(-c2cccc(Cl)c2)nc1CSc1nc2ncccc2[nH]1 | 15% | 0% | -10% | -7% | 3% | 2% | 1%
23 | Cc1cc(=O)c2cc(C(=O)Nc3ccccc3C)ccc2[nH]1 | 0% | -3% | -11% | -11% | -4% | -4% | 3%
24 | CCCCNc1nc(Oc2ccc(OCCC)nn2)nc(N(C)C)n1 | -4% | -1% | -7% | -7% | 2% | 0% | 0%
25 | Cc1cccc(N(C)S(=O)(=O)c2nnc(NC(=O)C(C)Oc3ccccc3)s2)c1 (configuration not stated) | 17% | 4% | -22% | -28% | -8% | -1% | -1%
26 | Cc1ccc(CNC(=O)CC2Oc3ccccc3NC2=O)cc1 (configuration not stated) | 0% | -2% | -4% | -16% | 3% | -7% | 6%
27 | CCc1ccccc1NS(=O)(=O)c1ccc2c(c1)CCN2C(=O)C1CC1 | -21% | 1% | 26% | -4% | -5% | -1% | 1%
28 | COc1ccccc1NS(=O)(=O)c1cc2c(cc1Cl)NC(=O)CO2 | 3% | -1% | -4% | -7% | 8% | -1% | -9%
29 | COc1cccc(Cn2c(C)c(CNCc3cccc(C)c3)c(C(=O)O)c2C)c1 | ? | 2% | 13% | -5% | 0% | 1% | 0%
30 | Cc1ccc(NC(=O)CCc2c(C)nn(-c3ccc(N4CCOCC4)nn3)c2C)cc1F | -6% | 1% | -28% | -25% | 16% | -3% | 0%

One compound at a time, from the list above. Order of values: NTMT1 inh | B2AR arrestin ag | p53null 32C tox | p53null 39C kill | FH mod | TSG101-PTAP inh | GALK inhibitor
Shown for CC(=O)Nc1ccc(NCc2nnc3n2CCCCC3)cc1 → -20% | 0% | -3% | -11% | 3% | -1% | -1%
Shown for COc1ccc(/C=C(/C#N)c2nc(-c3ccc(-c4ccccc4)cc3)cs2)cc1 → 8% | 0% | -8% | 7% | 1% | -2% | 0%
Shown for Cc1ccc(NC(=O)CCc2c(C)nn(-c3ccc(N4CCOCC4)nn3)c2C)cc1F → -6% | 1% | -28% | -25% | 16% | -3% | 0%
Shown for Cc1ccccc1OC(=O)c1nc(SCc2ccccc2F)ncc1Cl → 12% | -2% | -5% | 8% | -22% | 4% | -4%
Shown for COc1ccc(Cl)cc1NC(=O)CCCn1c(C)c2cnn(-c3ccccc3)c(=O)c2c1C → ? | -3% | 7% | -17% | -24% | 2% | 7%

Following part.
cpd | SMILES | NTMT1 inh | B2AR arrestin ag | p53null 32C tox | p53null 39C kill | FH mod | TSG101-PTAP inh | GALK inhibitor
31 | Cc1ccc(NC(=O)N2CCC(N3CCN(Cc4ccccc4)C(=O)C3=O)CC2)cc1Cl | 7% | -3% | -2% | 3% | -4% | -3% | 2%
32 | CN1CCN(C(=O)Cn2c(-c3cccs3)cc3cc(Cl)ccc32)CC1 | ? | 0% | -10% | ? | -2% | -7% | 0%
33 | O=C(CSc1nnc(-c2ccccc2F)o1)Nc1ccccc1Cl | ? | -3% | -21% | 7.9µM* | -22% | -6% | 2%
34 | CCC(=O)N1CCCc2cc(S(=O)(=O)N3CCC(C(=O)NCc4ccc(F)cc4)CC3)ccc21 | 18% | 1% | -4% | 5% | 0% | -1% | 2%
35 | CN(C)c1ccc(/C=C/c2noc(-c3ccccc3O)n2)cc1 | ? | 1% | -11% | -18% | -28% | 2% | 3%
36 | COCCCNC(=O)c1c(C)nn(-c2ccc(F)cc2)c1-n1cccc1 | -11% | 0% | 6% | -14% | -5% | -3% | 2%
37 | COc1ccc(-c2noc(CN(C(C)C)S(=O)(=O)c3ccc(Br)cc3)n2)cc1 | 8% | -1% | -3% | -20% | -10% | 0% | -4%
38 | CCSc1nnc2c(n1)OC(c1cc(OC)c(OC)c(OC)c1)Nc1ccccc1-2 (configuration not stated) | -3% | 1% | 1% | 1% | 7% | -6% | 0%
39 | CCCCNC(=O)C1CCC(Cn2c(=O)c3sccc3n(CC(=O)N3CCCC3)c2=O)CC1 (configuration not stated) | 13% | 0% | -3% | 3% | -13% | -6% | 1%
40 | COc1ccc(-c2nnc(SCC(=O)Oc3c(C)cccc3C)o2)cc1OC | 20% | -2% | 6% | -14% | -11% | 0% | 4%
41 | CCOC(=O)c1c(S(=O)(=O)NCC(=O)NCc2ccccc2)c(C)n(C)c1C | -3% | -3% | 8% | 10% | -1% | -3% | -2%
42 | CCOc1ccc(C(=O)c2cn(Cc3ccc(F)cc3)c3ccc(F)cc3c2=O)cc1 | -1% | -1% | -3% | 0% | -11% | -3% | -2%
43 | CCCOc1cccc(C2c3c(oc4ccc(F)cc4c3=O)C(=O)N2Cc2ccc3c(c2)OCO3)c1 (configuration not stated) | 20% | 0% | 4% | -13% | 1% | -4% | 1%
44 | Cc1ccccc1Nc1sc(C(=O)c2ccc3c(c2)OCO3)c(N)c1S(=O)(=O)c1ccccc1 | 15% | -1% | 14% | ? | -10% | -1% | -1%
45 | COc1cccc(NC(=O)C2CCC(CNS(=O)(=O)c3csc(C(N)=O)c3)CC2)c1 (configuration not stated) | 5% | -1% | 0% | -7% | -13% | 4% | -1%
46 | Nc1cccc(-c2cn3ccsc3n2)c1 | -9% | 0% | ? | 6% | 0% | -2% | 3%
47 | Cc1cccc(C)c1NC(=O)Cn1nc(C)c2sc3ccccc3c2c1=O | -11% | 0% | 28% | 30%[activator] | 6% | -9% | 0%
48 | COc1ccc(C(CC(=O)NCc2ccccc2)N2Cc3ccccc3C2=O)cc1 (configuration not stated) | . | 1% | -4% | 4% | . | -1% | -1%
49 | CC(NC(=O)Cn1ncc2c3ccccc3n(Cc3ccc(F)cc3)c2c1=O)c1ccccc1 (configuration not stated) | 11% | -3% | -10% | -17% | 11% | 1% | -11%
50 | CC(=O)c1cccc(NC(=O)c2c(-c3ccccc3)c(-c3ccccc3)nn(C)c2=O)c1 | 3% | 0% | 2% | 7% | 12% | -4% | -7%
